Ins promoter up – MIN6 insulin promoter up-regulation. z-score at 5 µM. AID 1625. 190,000 tested, 0.3% active. MIN6 insulin promoter-GFP reporter, high-content imaging; hits give high values;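 active = z-score above 3 at 5 µM with at least 500 cells counted in the well; inconclusive = wells under 500 cells, flagged as cytotoxic or low count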
Yfh1-off respiration – enhancers of respiration in Yfh1-depleted yeast, dose response, Friedreich's ataxia, plus single-dose screen (AID 1465); 220,000 tested, 0.074% active; fold induction at 50 µM, or EC50 in µM where a hit was titrated; S. cerevisiae Yfh1-off respiration, WST-1 reduction, 72 h; higher fold induction means a stronger effect;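 active = fold induction of absorbance versus untreated yeast above a set limit, then at least 30% activation at any dose in follow-up; inconclusive = repeats straddling the limit, or above it without dose testing; inactive = fold induction below the set limit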;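 also: activators that raise dye reduction in frataxin-depleted yeast; strong numbers were not always called active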
b-catenin transl – beta-catenin nuclear translocation modulation; HeLa beta-catenin nuclear translocation, immunofluorescence imaging; 190,000 tested, 0.3% active; nuclear translocation activity, % at 5 µM;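 active = nuclear translocation activity above 50% at 5 µM, with a well cell count of 50 or more; inconclusive = wells under 50 cells across six images, flagged as toxic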;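 also: per-cell ratio of nuclear to cytoplasmic median beta-catenin stain intensity; plate controls were DMSO negative control for no effect and GSK-3 inhibitor IX positive control for full effect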
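System: HeLa cells, endogenous beta-catenin; compound dosing: 5 µM primary single dose, 0.1% DMSO, 0.02–20 µM confirmation series; incubation: 24 h compound exposure at 37°C, 5% CO2; signal: beta-catenin immunofluorescence imaging with DAPI; evaluation: % activation, nuclear-to-cytoplasmic median beta-catenin signal ratio per cell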
Dynein cargo inh – blocks dynein driven cargo transport along microtubules. 3617.4 mouse cells, GR-EGFP nuclear translocation imaging; test concentration mostly 20 µM; stimulated with dexamethasone, 1 µM; hits give low values. AID 1381. z-score, hits read low. 220,000 tested, 0.47% active;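 active = plate z-score of nuclear minus cytoplasmic receptor signal below a set negative limit, without overly bright fluorescence or cell loss, cut at about -3.5 in these data, passing the limit was not always enough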;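 also: z-score of nuclear minus cytoplasmic ring GR-EGFP intensity difference per well; some compounds called inactive have numbers as strong as hits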
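Buffer or medium: tet-free, stripped-serum medium; reagent: dexamethasone at 1.0 µM final, 30 min; incubation: 48 h induction, 1 h compound, 30 min dex at 37 °C; measured by: formaldehyde fixation, Hoechst nuclear stain, 10x automated fluorescence imaging; read-out: nuclear-to-cytoplasmic GR-EGFP distribution per well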
P. falciparum M17LAP – P. falciparum M17LAP inhibitors, primary screen, biochemical, fluorogenic H-Leu-NHMec substrate, 1536-well (AID 1619); 220,000 tested, 0.38% active; one-dose inhibition, % at 30 µM; IC50 in µM for titrated hits; recombinant M17LAP, H-Leu-NHMec fluorogenic kinetic assay; higher % means a stronger effect;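 active = compound inhibiting the enzyme by more than half at any dose during confirmatory dose-response retesting; inconclusive = strong single-dose inhibitors picked by rank but not retested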;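 also: plate controls were full reaction with DMSO carrier for no effect and no enzyme background for full effect; strong numbers were not always called active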
Autophagy mod – modulators of autophagy | MEF GFP-LC3 puncta imaging; test concentration mostly 10 µM | calls only at 10 µM (by protocol) | 190,000 tested, 0.98% active;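 active = percentage of spot-positive cells more than 3 SD above its plate mean, without a fluorescence outlier flag or 80% toxicity; inconclusive = no clear call, values can overlap the other calls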;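 also: spot-positive cell cutoff set from DMSO-treated cells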
NOD2 inhibition – inhibition of NOD2-driven NF-kB reporter – cell-based, luminescence, uHTS, HEK293 (AID 1566); 290,000 tested, 0.63% active; inhibition, % at 4 µM; hits with a dose series show EC50 in µM; HEK293 NOD2/NF-kB luciferase reporter, luminescence; higher % means a stronger effect; in the data active = inhibition above about 50%; also: many of its hits are not listed in these tables
NOD1 inhibition – inhibition of NOD1-driven NF-kB reporter – cell-based, luminescence, uHTS, primary screen (AID 1578) | NOD1-driven NF-kB luciferase reporter cells, luminescence; higher % means a stronger effect | one-dose inhibition, % at 4 µM; EC50 in µM for titrated hits | 290,000 tested, 1% active; in the data active = inhibition mostly above about 36%, no sharp cut-off; inactive = mostly below about 34%;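 also: HEK-293T reporter cells stimulated with the NOD1 agonist gamma-tri-DAP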
MT stabilize HCS – microtubule stabilizers in HeLa cells; HeLa tubulin immunostaining HCS, 24 h; share of cells brighter than vehicle mean+2SD; % tubulin-high responders, % at 10 µM; 200,000 tested, 0.83% active; AID 2205;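 active = plate Z-score above 3 for both tubulin-high and condensed-nucleus cell shares, with cell loss under 80%, at 10 µM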;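 also: anti alpha tubulin signal scored within the nucleus-defined area of each cell; some results filed as inactive read as strong as hits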
Dynein cargo inh cytoplasmic EGFP – second read-out of Dynein cargo inh, no call of its own (marks repeat the call); z-score; measured here: cytoplasmic GR-EGFP intensity; hits give high values
Dynein cargo inh nuclear GR-EGFP – also measured in Dynein cargo inh; calls as there; z-score; measured here: nuclear GR-EGFP intensity;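 lower value marks the stronger effect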
Dynein cargo inh cell count – second read-out of Dynein cargo inh, no call of its own (marks repeat the call); z-score; measured here: cell count per field
Ins promoter up cell count – second read-out of Ins promoter up, no call of its own (marks repeat the call); cell count; measured here: cytotoxicity, nuclei count;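 total cells summed across four imaged fields per well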
b-catenin transl cell count 5 µM – recorded beside b-catenin transl, whose call it bears; cell count; measured here: cell count, cytotoxicity flag
MT stabilize HCS Hoechst-high % – further read-out of MT stabilize HCS, marked with its call; % Hoechst-high responders; measured here: nuclear condensation Hoechst responders;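 share of cells brighter than vehicle mean plus two SD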
MT stabilize HCS cytotoxicity % – also measured in MT stabilize HCS; calls as there; toxicity, %; measured here: cytotoxicity by cell density;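 0% = mean cell density of plate MIN control wells and 100% = no cells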
Autophagy mod cell loss 18 h – recorded beside Autophagy mod, whose call it bears; toxicity, %; measured here: cell loss, nuclei count;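 cell loss after 18 h compound exposure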
* hit, by the source's call; i = inactive; ? = inconclusive; . = not tested or not shown.

Order of results: Ins promoter up | Ins promoter up cell count | Yfh1-off respiration | b-catenin transl | b-catenin transl cell count 5 µM | Dynein cargo inh | Dynein cargo inh cytoplasmic EGFP | Dynein cargo inh nuclear GR-EGFP | Dynein cargo inh cell count | P. falciparum M17LAP | Autophagy mod | Autophagy mod cell loss 18 h | NOD2 inhibition | NOD1 inhibition | MT stabilize HCS | MT stabilize HCS Hoechst-high % | MT stabilize HCS cytotoxicity %
COc1cc(NC(=O)c2cccc(C)c2)c(Cl)cc1[N+](=O)[O-]
 : 0.07 | 1338 | i | -0.3 | 959 | -0.24 | -0.22 | -0.5 | 0.71 | 7% | i | 15 | 6% | 13% | 1.2 | 2.4 | 2.5
O=C(Cn1c(=O)oc2cc(S(=O)(=O)N3CCCCCC3)ccc21)NC1CCCCCCC1
 : 1.3 | 1015 | i | . | . | -0.52 | -0.25 | -0.16 | 0.26 | -11% | i | 5 | 4% | 0% | 4.9 | 3.7 | 7.0
CCC(CC)C(=O)Nc1cccc(/C(C)=N/NC(=O)c2ccccc2Cl)c1
 : . | . | i | . | . | -0.51 | -0.094 | 0.058 | 0.56 | 7% | i | 2 | 10% | 1% | 1.6 | 1.9 | 2.5
CC1CCN(CC(=O)Nc2sc3c(c2C#N)CCC3)CC1
 : 0.09 | 1113 | i | 2.1 | 1123 | 1.2 | -0.019 | 1.1 | -0.49 | 8% | i | 4 | 4% | -56% | 1.3 | 4.0 | 9.9
COc1cc(C)ccc1OCCOc1c(C)cccc1Cl
 : -0.37 | 1379 | . | 1.3 | 1359 | 0.53 | -0.098 | 1 | 0.15 | -10% | i | 4 | -29% | -70% | 2.3 | 2.5 | 2.3
C/C(=C\C(=O)c1ccncc1)Nc1ccccc1O
 : . | . | i | . | . | -0.73 | -0.22 | -0.46 | 0.64 | 34% | i | 21 | -4% | -19% | 1.6 | 1.5 | 9.0
Cc1ccc(NC(=O)c2oc3ccccc3c2NC(=O)C2CCCO2)cc1C (stereo not given)
 : 0.01 | 1173 | i | 3.6 | 1079 | -0.46 | -0.31 | -0.27 | 0.57 | 0% | i | -10 | -63% | -17% | 1.9 | 1.1 | 1.0
Cc1cc(C(=O)COC(=O)c2csc3c2CCCC3)c(C)n1C
 : 0.01 | 1122 | i | -6.8 | 955 | -0.18 | -0.38 | -0.38 | 1.2 | -6% | i | 0 | 20% | -8% | 3.0 | 2.9 | 10
CCOC(=O)c1[nH]c(Cc2[nH]c(C(=O)OCC)c(C)c2CCC(=O)OC)c(CCC(=O)OC)c1C
 : . | . | i | . | . | -0.58 | -0.27 | -0.13 | 0.15 | 13% | i | -11 | -14% | -4% | 6.5 | 3.5 | 8.4
Fc1ccc(Nc2ncnc3sc4c(c23)CCC4)cc1F
 : 0.93 | 1329 | i | -0.5 | 1025 | -0.5 | -0.22 | -0.4 | 0.12 | 14% | i | -15 | -20% | 35% | 5.1 | 2.3 | 2.7
CC(C)C(=O)Nc1nnn(C)n1
 : 1 | 1391 | i | -5.8 | 845 | -0.41 | -0.38 | -0.035 | 0.58 | -4% | i | 5 | -4% | 10% | 2.9 | 1.7 | 2.5
Cn1c(N)c(C(=O)c2cc(-c3ccccc3)nc3ccccc23)c(=O)n(C)c1=O
 : 2 | 857 | i | 0.2 | 1125 | -0.34 | 2 | 0.84 | 0.054 | -3% | i | -4 | -9% | 14% | 2.6 | 1.2 | 4.9
COc1ccccc1CNC(=O)CCCN1C(=O)COc2ccc(C)cc21
 : 0.13 | 1459 | i | -0.7 | 858 | 0.043 | -0.32 | 0.18 | -0.042 | 5% | i | -24 | -3% | -20% | 4.2 | 3.3 | 11
C/C(N)=C(/C#N)C(=O)COC(=O)Cc1coc2ccc3ccccc3c12
 : -0.12 | 1101 | i | 0.1 | 1130 | 0.81 | 0.011 | 0.34 | -0.44 | 4% | i | -10 | 17% | -24% | 2.2 | 2.7 | 11
Cn1c(=O)cc(OCC(=O)NCCCN2CCN(c3cccc(Cl)c3)CC2)c2ccccc21
 : -0.4 | 1549 | i | -2.1 | 1155 | -0.99 | -0.16 | -0.18 | 0.63 | -5% | i | -2 | -6% | -29% | 4.6 | 3.0 | 13
COC(=O)c1sccc1NC(=O)C12CC3CC(CC(C3)C1)C2
 : . | . | i | . | . | -0.54 | -0.21 | -0.46 | 0.85 | . | i | -12 | . | . | 5.2 | 2.8 | 5.5
Cc1ccc([N+](=O)[O-])c(OCCN2CCC(Cc3ccccc3)CC2)c1
 : -0.98 | 1517 | i | -1.9 | 918 | 0.12 | -0.26 | 0.37 | -0.37 | -1% | i | 20 | 5% | -20% | 2.6 | 2.3 | 11
COc1ccc(NC(=O)c2oc3ccccc3c2NC(=O)COc2ccccc2OC)c(OC)c1
 : 0.14 | 1722 | i | 4.1 | 1283 | -0.63 | -0.011 | -0.43 | 0.54 | 4% | i | 23 | -4% | -28% | 8.3 | 41 | 14
CCOC(=O)CN(C(=O)COc1ccc2c(C)cc(=O)oc2c1)c1ccc(OCC)cc1
 : 0.54 | 1475 | i | -0.4 | 1509 | -0.044 | -0.24 | 0.084 | 0.73 | -1% | i | -26 | 11% | -18% | 2.0 | 1.5 | 2.9
Cc1ccccc1-n1nnnc1SCCCC(=O)c1ccc(F)cc1
 : 0.6 | 1504 | i | 2.9 | 1111 | -0.33 | -0.24 | -0.34 | 0.23 | -1% | i | 0 | 8% | 3% | 1.3 | 2.4 | 6.7
COCc1cc(=O)[nH]c(SCCS(=O)(=O)c2ccc(C)cc2)n1
 : 0.43 | 1405 | i | 2.7 | 1111 | 0.65 | -0.27 | 0.1 | 0.25 | -4% | . | . | 3% | -1% | . | . | .
O=C(NC1CCCC1)C(c1ccccc1)N(C(=O)c1ccco1)C1CCCC1 (stereo not given)
 : . | . | i | -1.1 | 1115 | 0.0085 | -0.25 | 0.089 | -0.6 | 3% | i | -11 | -3% | -40% | 4.0 | 2.1 | 4.3
C(=N\NC1=Nc2cccc3cccc1c23)/c1ccccn1
 : -1.5 | 515 | i | 1.5 | 982 | -1.5 | 0.35 | -0.8 | 0.2 | 16% | i | 13 | -86% | -47% | 3.8 | 2.4 | 7.6
CCCNC(=O)Nc1cc(S(=O)(=O)CC)ccc1O
 : 0.32 | 1129 | i | 0.7 | 1337 | 0.62 | -0.17 | 0.9 | -1.1 | 0% | . | . | 17% | -2% | . | . | .
COc1ccc(-n2cc(-c3ccc(C)cc3)[n+]3c2SCC3)cc1
 : ? | . | i | 0.7 | 1023 | 0.29 | -0.23 | 0.31 | -0.46 | 0% | i | -11 | 42% | 37% | 6.5 | 2.5 | 3.4
c1ccc(CN(Cc2ccccc2)c2nn[nH]n2)cc1
 : -0.11 | 1610 | i | 0.3 | 1006 | 0.055 | -0.31 | 0.037 | -0.42 | 9% | i | 6 | 0% | -2% | 4.5 | 2.6 | 2.0
Cc1cc(Cl)ccc1OCC(=O)N/N=C1\CCCc2ccccc21
 : . | . | i | . | . | 1.4 | -0.13 | 0.77 | -0.42 | -5% | i | 12 | 14% | 19% | 1.6 | 1.5 | 4.2
O=C(NCC1CCCO1)C1CCCN1C(=O)Nc1ccc(Cl)cc1 (stereo not given)
 : 0.04 | 1378 | i | -0.6 | 999 | -0.81 | -0.24 | 0.017 | 0.35 | . | i | 12 | -2% | -10% | 3.7 | 2.1 | 5.4
Cc1ccc(OCC(=O)N(Cc2cccs2)C2CCS(=O)(=O)C2)cc1C (stereo not given)
 : -0.11 | 1013 | i | 0.3 | 1384 | -0.51 | -0.18 | -0.28 | 0.51 | -15% | . | . | 19% | 8% | . | . | .
CC1(C)CC(=O)c2cnc(NC(=O)Cc3ccc(Cl)cc3)nc2C1
 : . | . | i | . | . | 1.7 | -0.21 | 1 | -0.35 | 6% | i | -7 | -13% | 10% | 3.7 | 2.6 | 1.2
COC(=O)c1ccc(NC(=O)Nc2cccc(F)c2)cc1
 : 0.5 | 1380 | i | 3.2 | 992 | 0.26 | -0.32 | 0.44 | -0.18 | -13% | i | 15 | -116% | -48% | 4.4 | 3.4 | 8.9
Fc1cccc(/C=N/NC(=S)Nc2ccccc2Cl)c1
 : -0.81 | 1394 | i | 1.3 | 1043 | -0.47 | -0.23 | -0.19 | -0.15 | 1% | i | -11 | -92% | -29% | 1.8 | 3.7 | 0.6

Ordered by SMILES length (lowest first): some entries from above
Order of results: Ins promoter up | Ins promoter up cell count | Yfh1-off respiration | b-catenin transl | b-catenin transl cell count 5 µM | Dynein cargo inh | Dynein cargo inh cytoplasmic EGFP | Dynein cargo inh nuclear GR-EGFP | Dynein cargo inh cell count | P. falciparum M17LAP | Autophagy mod | Autophagy mod cell loss 18 h | NOD2 inhibition | NOD1 inhibition | MT stabilize HCS | MT stabilize HCS Hoechst-high % | MT stabilize HCS cytotoxicity %
c1ccc(CN(Cc2ccccc2)c2nn[nH]n2)cc1
 : -0.11 | 1610 | i | 0.3 | 1006 | 0.055 | -0.31 | 0.037 | -0.42 | 9% | i | 6 | 0% | -2% | 4.5 | 2.6 | 2.0
COc1ccccc1CNC(=O)CCCN1C(=O)COc2ccc(C)cc21
 : 0.13 | 1459 | i | -0.7 | 858 | 0.043 | -0.32 | 0.18 | -0.042 | 5% | i | -24 | -3% | -20% | 4.2 | 3.3 | 11
O=C(NC1CCCC1)C(c1ccccc1)N(C(=O)c1ccco1)C1CCCC1 (stereo not given)
 : . | . | i | -1.1 | 1115 | 0.0085 | -0.25 | 0.089 | -0.6 | 3% | i | -11 | -3% | -40% | 4.0 | 2.1 | 4.3

Not all compounds are listed; the hit share may differ from the screen's.
